Jurkat NFkB inh – inhibitors of induced NF-kB luciferase reporter, primary screen, TCR NF-kB activation inhibitor project, cell-based, luminescence, uHTS; AID 435003, 2010; inhibition, % at 4 µM; Jurkat, PMA/ionomycin-induced NF-kB luciferase reporter; 0.53% of 330,000 active; in the data active = inhibition above about 50%
697 NFkB inh – inhibitors of PMA/ionomycin-induced NF-kB reporter, 697 cells, primary screen, B-cell NF-kB inhibitor project, cell-based, luminescence, uHTS; 0.33% of 330,000 active; AID 435022, 2010; inhibition, % at 4 µM; 697 B-cell NF-kB luciferase reporter, 16 h; in the data active = inhibition above about 35%
CCR6 antagonist – CCR6 receptor antagonists, primary screen, cell-based, CHO-K1, luminescence, beta-arrestin, uHTS | 0.49% of 340,000 active | CHO-K1 CCR6 PathHunter beta-arrestin, CCL20-stimulated | C-C chemokine receptor type 6 (Homo sapiens), P51684 | inhibition, % at 20 µM;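 active = compounds whose inhibition of the agonist-driven luminescence signal at 20 µM reaches about 50%, limit read from the data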;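 also: cells stimulated with CCL20 at 14 nM final; plate controls were DMSO with CCL20 for no effect and DMSO without agonist for full effect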
Target sequence (P51684 whole entry, looked up): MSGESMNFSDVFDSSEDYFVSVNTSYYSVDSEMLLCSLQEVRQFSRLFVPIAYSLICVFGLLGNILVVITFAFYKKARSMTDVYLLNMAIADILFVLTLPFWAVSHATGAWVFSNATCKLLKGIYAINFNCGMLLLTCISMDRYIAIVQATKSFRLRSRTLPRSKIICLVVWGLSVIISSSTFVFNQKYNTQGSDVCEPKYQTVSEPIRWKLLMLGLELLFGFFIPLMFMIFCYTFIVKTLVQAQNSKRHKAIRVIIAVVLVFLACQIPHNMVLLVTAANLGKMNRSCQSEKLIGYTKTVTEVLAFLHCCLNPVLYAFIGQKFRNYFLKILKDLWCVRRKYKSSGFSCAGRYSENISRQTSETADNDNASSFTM
Gli-Sufu antag – Gli-Sufu pathway antagonists, primary screen, luciferase luminescence, Sufu-KO-LIGHT cells, uHTS. Sufu-KO-LIGHT fibroblasts, Gli luciferase reporter luminescence. inhibition, % at 5 µM. 0.74% of 340,000 active. AID 588413, 2011;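 active = inhibition above about 55%, limit read from the data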;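 also: 0% = DMSO-treated cells and 100% = wells with medium but no cells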
CXCR6 block – CXCR6 receptor inhibitors, primary screen, cell-based, beta-arrestin, luminescence, CHO-K1 PathHunter, 1536-well; C-X-C chemokine receptor type 6 (Homo sapiens), O00574; inhibition, % at 20 µM; 0.36% of 360,000 active; in the data active = inhibition above about 34%, passing the limit was not always enough;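 also: antagonist mode with CXCL16 agonist at 10 nM final; 0% = 10 nM CXCL16 with DMSO and 100% = unstimulated wells without agonist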
Mdm2 MdmX PPI – inhibitors of human Mdm2-MdmX association, primary screen, cell-based, luminescence, split luciferase, SaOS-2, uHTS; AID 485346, 2010; 3% of 330,000 active; SaOS-2 split-luciferase Mdm2/MdmX complementation; inhibition, % at 8 µM;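 active = inhibition of at least 50% at 8 µM in the primary screen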
CHOP UPR activ – activators of apoptotic CHOP UPR arm, primary screen, cell-based, CHO-CHOP luciferase reporter, luminescence, uHTS. UPR activation; percent of tunicamycin response over DMSO baseline. activation, % at 10 µM. 0.34% of 330,000 active;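 active = at 10 µM dose, activation of 40% or more, normalized to positive control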;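 also: 100% = tunicamycin at 10 µg/mL and 0% = DMSO alone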
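Test system: CHO CHOP reporter cells. Input: 500 CHO-CHOP cells per well. Medium: F12 with 10% FBS. Technique: luciferase luminescence. Measure: percent activation relative to tunicamycin control. Dosing: 10 µM compound, 0.5% DMSO. Timing: 16-18 h cell attachment, then 6 h compound exposure, 37 °C.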
UPR XBP1 act – activators of adaptive XBP1 UPR arm, primary screen, cell-based, CHO-XBP1 luciferase reporter, luminescence, uHTS. IRE1-XBP1 UPR activation; percent of tunicamycin response, DMSO as zero. activation, % at 20 µM. 0.33% of 330,000 active;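 active = versus positive control, 20 µM dose yields 30% or more activation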;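 also: 100% = tunicamycin at 10 µg/mL and 0% = DMSO only wells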
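Signal: luciferase luminescence; Assay system: CHO-XBP1 luciferase reporter cells; Amount: one thousand reporter cells per well; Dosing: 20 µM single concentration, DMSO 1%; Benchmarks: high control tunicamycin 10 µg/mL final, low control DMSO vehicle only; Schedule: 6 h compound exposure at 37 °C, 5% CO2; Evaluation: percent activation relative to tunicamycin reference.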
EBI2 antag – EBI2 receptor antagonists, beta-arrestin recruitment, primary screen, cell-based, luminescence, 7a,25-OHC stimulation, uHTS. 7a,25-OHC stimulated. inhibition, % at 5 µM. 0.81% of 360,000 active. AID 651636, 2012; in the data active = inhibition above about 38%;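 also: enzyme fragment complementation signal reports receptor beta-arrestin coupling in cells; 0% = agonist plus DMSO wells and 100% = wells without agonist; some results beyond the cut were filed as inactive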
Target sequence (P32249 whole entry, looked up, the tested form may be a part): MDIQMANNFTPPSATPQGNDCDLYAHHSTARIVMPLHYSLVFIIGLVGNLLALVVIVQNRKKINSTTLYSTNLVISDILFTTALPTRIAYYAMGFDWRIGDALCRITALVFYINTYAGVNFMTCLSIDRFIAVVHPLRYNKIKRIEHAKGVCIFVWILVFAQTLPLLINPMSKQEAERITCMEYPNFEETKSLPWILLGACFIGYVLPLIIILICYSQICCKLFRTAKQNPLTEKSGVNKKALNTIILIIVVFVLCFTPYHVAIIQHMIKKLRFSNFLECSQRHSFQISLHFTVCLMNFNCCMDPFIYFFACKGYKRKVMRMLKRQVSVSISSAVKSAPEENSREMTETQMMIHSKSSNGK
* marks the source's active call; other numbers are inactive results.

Abbreviations – A = Jurkat NFkB inh; B = 697 NFkB inh; C = CCR6 antagonist; D = Gli-Sufu antag; E = CXCR6 block; F = Mdm2 MdmX PPI; G = CHOP UPR activ; H = UPR XBP1 act; I = EBI2 antag
CCCCNC(=O)C(Cc1ccccc1)NS(=O)(=O)c1ccc2c(c1)c(=O)n(C)c(=O)n2C (stereo unspecified)
  A: -11	B: 3	C: -1	D: 2	E: -1	F: 7	G: -1.7	H: -2	I: -7

COC(=O)Cc1ccc(NC(=O)c2ccc3c(c2)C(=O)N(Cc2ccco2)C3=O)cc1
  A: 12	B: 5	C: 10	D: 1	E: -8	F: 3	G: 0.2	H: 1	I: 52*

COc1ccc(C(=O)N/N=C(/C)c2ccc(N3CCCCC3)cc2)cc1
  A: -20	B: 9	C: 10	D: 1	E: -9	F: -7	G: 1.3	H: 1	I: -2

CCNCC(O)COCC(O)CNCC (stereo unspecified)
  A: -8	B: 12	C: 11	D: 2	E: -1	F: 3	G: -1.1	H: 0	I: 5

CCc1c(C(=O)NCc2cnn(C)c2)csc1C
  A: 4	B: 5	C: -13	D: -2	E: 1	F: 1	G: 2.3	H: -2	I: -7

O=C(CSC1CC(=O)N(CCc2ccccc2)C1=O)Nc1ccc(Cl)cc1 (stereo unspecified)
  A: 10	B: 22	C: 12	D: -3	E: 2	F: -5	G: -0.2	H: 2	I: -5

Cc1cc(C)c(S(=O)(=O)c2ccccc2)c(Cl)n1
  A: 4	B: -5	C: 0	D: 4	E: 2	F: 6	G: -1.8	H: 1	I: 1

Cc1ccc(O)c(-c2cc(C(=O)NCc3ccccc3)[nH]n2)c1
  A: 1	B: -5	C: 14	D: 4	E: -3	F: -2	G: 5.0	H: 1	I: 16

Cc1ccccc1N=C(NO)c1cccnc1
  A: 8	B: 20	C: 6	D: -10	E: 9	F: 1	G: 3.7	H: -1	I: 1

CSCCC(NC(=O)C1CCC(C)CC1)C(=O)NCCN1CCC(C)CC1 (stereo unspecified)
  A: -6	B: 19	C: 0	D: 11	E: -10	F: -18	G: -1.2	H: -1	I: -4

Cc1ccc(S(=O)(=O)N2CCN(c3ccccn3)CC2)cc1
  A: 10	B: -9	C: 0	D: 9	E: 2	F: -6	G: -0.9	H: 4	I: -16

CN(C)c1ccc(CNc2nc(-c3ccccc3)nn2S(C)(=O)=O)cc1
  A: -26	B: 8	C: -9	D: -10	E: 4	F: -25	G: 0.2	H: 1	I: 1

Cc1cccc(NC(=O)C2CCCN(S(=O)(=O)c3cccc4nsnc34)C2)c1 (stereo unspecified)
  A: -3	B: 10	C: 17	D: -2	E: -15	F: 15	G: -1.9	H: -3	I: -13

CC(OC(=O)/C=C/c1cccc(C(F)(F)F)c1)C(=O)NC1CCCCC1C (stereo unspecified)
  A: 13	B: -8	C: 7	D: -10	E: 9	F: 15	G: 0.2	H: 1	I: -2

COc1ccc(NS(=O)(=O)c2cc(NC(=O)C3CCCCC3)ccc2N2CCOCC2)cc1
  A: 1	B: 14	C: 4	D: 13	E: 14	F: 25	G: 0.1	H: 0	I: 1

Some of these compounds in order of heavy-atom count, high to low:
Abbreviations – A = Jurkat NFkB inh; B = 697 NFkB inh; C = CCR6 antagonist; D = Gli-Sufu antag; E = CXCR6 block; F = Mdm2 MdmX PPI; G = CHOP UPR activ; H = UPR XBP1 act; I = EBI2 antag
COc1ccc(NS(=O)(=O)c2cc(NC(=O)C3CCCCC3)ccc2N2CCOCC2)cc1
  A: 1	B: 14	C: 4	D: 13	E: 14	F: 25	G: 0.1	H: 0	I: 1

COC(=O)Cc1ccc(NC(=O)c2ccc3c(c2)C(=O)N(Cc2ccco2)C3=O)cc1
  A: 12	B: 5	C: 10	D: 1	E: -8	F: 3	G: 0.2	H: 1	I: 52*

CSCCC(NC(=O)C1CCC(C)CC1)C(=O)NCCN1CCC(C)CC1 (stereo unspecified)
  A: -6	B: 19	C: 0	D: 11	E: -10	F: -18	G: -1.2	H: -1	I: -4

Cc1ccc(O)c(-c2cc(C(=O)NCc3ccccc3)[nH]n2)c1
  A: 1	B: -5	C: 14	D: 4	E: -3	F: -2	G: 5.0	H: 1	I: 16

Cc1cc(C)c(S(=O)(=O)c2ccccc2)c(Cl)n1
  A: 4	B: -5	C: 0	D: 4	E: 2	F: 6	G: -1.8	H: 1	I: 1

CCNCC(O)COCC(O)CNCC (stereo unspecified)
  A: -8	B: 12	C: 11	D: 2	E: -1	F: 3	G: -1.1	H: 0	I: 5

New compounds follow
Abbreviations – A = Jurkat NFkB inh; B = 697 NFkB inh; C = CCR6 antagonist; D = Gli-Sufu antag; E = CXCR6 block; F = Mdm2 MdmX PPI; G = CHOP UPR activ; H = UPR XBP1 act; I = EBI2 antag
O=C1C2CC=C(Cl)CC2C(=O)N1CCN1CCOCC1 (stereo unspecified)
  A: -18	B: -46	C: 6	D: 3	E: -5	F: 5	G: 0.0	H: 0	I: 0

Fc1cccc(Nc2nc3ccccc3n3nnnc23)c1
  A: -6	B: -15	C: 0	D: -16	E: -11	F: -6	G: 8.0	H: 15	I: -2

C(=C\c1ccccc1)/C=N/Nc1nc2ccccc2[nH]1
  A: -87	B: -66	C: 22	D: -53	E: -2	F: -37	G: -0.6	H: 11	I: 4

Cc1ccc(CNS(=O)(=O)c2ccc3c(c2)CCN3C(=O)CCCC(=O)O)cc1
  A: 1	B: 5	C: 11	D: 2	E: -3	F: 29	G: -0.4	H: -1	I: 1

COc1ccc(C(=O)NCCS(=O)(=O)NCc2ccco2)cc1
  A: -2	B: 16	C: 0	D: -2	E: -1	F: 21	G: -0.3	H: -2	I: -2

CC1=NN(c2ccc(Br)cc2)C(=O)/C1=C/c1cccs1
  A: -10	B: 0	C: 12	D: -15	E: 6	F: 11	G: -1.5	H: -3	I: 57*

CCC(C)NC(=S)N1CCN(Cc2ccccc2)CC1 (stereo unspecified)
  A: 13	B: 3	C: -2	D: 8	E: -6	F: 9	G: 0.0	H: 2	I: -3

Clc1ncccc1-c1nnn(-c2ccccc2Br)n1
  A: -21	B: -11	C: -9	D: -38	E: -1	F: 2	G: 3.3	H: 3	I: 2

COc1ccc(/C=C2/C(=O)N=C(N)N2C)cc1OC
  A: 2	B: 5	C: -4	D: 8	E: -8	F: 4	G: -2.8	H: -1	I: -8

CN1C(=O)/C(=C/c2ccccc2OCc2ccccc2)NC1=S
  A: -16	B: -1	C: 16	D: -4	E: 9	F: -13	G: 3.3	H: 0	I: -6

COC(=O)C1=C(C)N(Cc2ccccc2)C(=NCCc2ccccn2)N[C@H]1c1cccc(C(F)(F)F)c1
  A: 1	B: 5	C: 5	D: 16	E: 9	F: 81*	G: 2.6	H: 2	I: 0

CCOC(=O)N/N=C(\C)c1cccs1
  A: -13	B: -39	C: 3	D: -17	E: -8	F: 0	G: 2.4	H: -2	I: 4
